Source: PubChem BioAssay
DNMT1 block: DNMT1 (human) enzyme inhibition. P26358. inhibition (reported as % activation of signal), % at 10 µM. DNMT1 molecular beacon, Hinp1I cleavage, fluorescence. 0.83% of 360,000 active; in the data active = inhibition above about 50%
Scp-1 inhibitor: blocks human Scp-1 phosphatase activity | 0.88% of 340,000 active | inhibition, % at 20 µM | Q9GZU7 | Recombinant Scp1, phosphopeptide, malachite green phosphate absorbance;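 active = inhibition above about 50% at 20 µM, limit read from the data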;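 note: plate controls were DMSO wells with enzyme for no effect and wells lacking enzyme for full effect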
Target sequence (Q9GZU7 76-261 limits assumed): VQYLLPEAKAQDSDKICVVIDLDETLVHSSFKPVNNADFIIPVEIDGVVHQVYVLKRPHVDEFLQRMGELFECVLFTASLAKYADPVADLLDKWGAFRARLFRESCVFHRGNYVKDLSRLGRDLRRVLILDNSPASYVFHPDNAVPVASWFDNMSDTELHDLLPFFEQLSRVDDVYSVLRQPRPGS
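Test system: SCP-1 phosphatase catalytic domain, residues 76-261; measured by: colorimetric phosphate reagent with accelerator and stabiliser, absorbance at 630 nm; timing: enzyme reaction 45 min at room temperature, colour 5 min, stabilisation 30 min; also added: Phosphorylated 17-residue peptide substrate; compound dosing: one concentration, 20 µM, with 1.0% DMSO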
SKN-1 block: inhibitors of C. elegans SKN-1. C. elegans VP596 Pgst-4::GFP/RFP ratio, acrylamide-induced, 24 h. inhibition, % at 21.8 µM. 0.49% of 360,000 active;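 active = interference check ratio from 0.5 to 1.5 plus GFP to RFP signal ratio inhibition reaching or exceeding a fixed threshold, cut at about 30% in these data, passing the limit was not always enough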; note: some compounds called inactive have numbers as strong as hits
SUMO1-SIM PPI: modulators of human SUMO1-mediated protein-protein interactions; inhibition, % at 20 µM; SUMO1 binding to a labelled peptide, TR-FRET, 1 h; 0.33% of 360,000 active; P63165; in the data active = inhibition above about 37%
Target sequence (P63165 whole entry, looked up): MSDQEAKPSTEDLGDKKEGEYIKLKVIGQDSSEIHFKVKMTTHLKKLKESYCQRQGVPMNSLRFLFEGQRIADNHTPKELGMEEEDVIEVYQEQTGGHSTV
CendR NRP1 mod: alters CendR peptide binding to human NRP-1 | O14786 | FAM-RPARPAR peptide binding to NRP-1, fluorescence polarization | inhibition, % at 25 µM | 0.85% of 360,000 active | AID 602438;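 active = inhibition or corrected inhibition above about 18%, plus a signal ratio from 0.5 to 1.5, limit read from the data, passing the limit was not always enough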; note: strong numbers were not always called active
STEP inh: inhibitors of human striatal-enriched phosphatase STEP | P54829 | recombinant STEP, OMFP fluorogenic substrate, fluorescence | inhibition, % at 20 µM | 0.25% of 360,000 active;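 active = inhibition at 20 µM, scaled per plate between control wells, above about 37%, limit read from the data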;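 note: 0% = DMSO with enzyme and substrate and 100% = substrate only without enzyme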
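medium = Bis-Tris buffer pH 6.0, 2.5 mM DTT, 0.005% Tween 20 | test system = STEP (striatal-enriched tyrosine phosphatase) enzyme, cell-free | measure = normalized % inhibition | compound dosing = 20 µM, 1% DMSO | also added = 25 µM OMFP | schedule = reaction 20 min, ambient temperature | measured by = fluorescence read at 480 nm ex / 540 nm em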
MT1-MMP act inh: inhibitors of human MT1-MMP activation | P50281 | HT1080 RFP-PRO-GFP cells, GFP/RFP ratio fluorescence, overnight; percent of plate control window, DMSO zero | GFP/RFP ratio change, % at 20 µM | 0.061% of 360,000 active | AID 651647;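 active = GFP/RFP ratio change of at least 30% with cell ATP level not reduced by more than half and red fluorescence within 50% of control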; note: strong numbers were not always called active
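Assay system: HT1080 RFP-PRO-GFP cells | Dosing: 20 µM single dose, 1% DMSO | Incubation: Cells overnight before dosing, compound overnight, 37 °C, 5% CO2 | Evaluation: GFP/RFP fluorescence ratio | Control set: DMSO-only wells and HT1080 RFP-L50D-GFP cell wells as references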
Rpn11 inh: Rpn11 (human) deubiquitinase inhibition; AID 588493; calls only at 20 µM; human 26S proteasome, Ub4-pepOG fluorescence polarization; 20S core pre-blocked with epoxomicin; O00487; 0.59% of 360,000 active;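 active = inhibition at 20 µM, scaled to each plate's controls, above about 33%, limit read from the data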
Target sequence (O00487 whole entry, looked up): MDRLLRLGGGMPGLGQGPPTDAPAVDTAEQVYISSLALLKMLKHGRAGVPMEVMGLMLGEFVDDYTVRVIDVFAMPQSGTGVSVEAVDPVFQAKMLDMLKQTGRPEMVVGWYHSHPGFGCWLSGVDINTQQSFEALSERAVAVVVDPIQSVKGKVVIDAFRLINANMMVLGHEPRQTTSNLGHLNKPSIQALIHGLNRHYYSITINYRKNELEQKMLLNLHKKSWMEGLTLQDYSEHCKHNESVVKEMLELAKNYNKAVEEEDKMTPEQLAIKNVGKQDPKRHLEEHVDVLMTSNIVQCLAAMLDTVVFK
NadD block: inhibitors of Staphylococcus aureus NadD. purified NadD enzyme, colorimetric absorbance read-out. inhibition, % at 20 µM. 0.78% of 360,000 active. AID 602399; in the data active = inhibition above about 26%; note: some compounds past the cut are filed as inactive
LMPTP inh: blocks human LMPTP phosphatase; P24666; recombinant LMPTP-A, OMFP fluorogenic substrate, fluorescence intensity; inhibition, % at 20 µM; 0.22% of 360,000 active;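 active = compounds that cut the enzyme signal by at least half of the control window in the single-dose screen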;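 note: plate controls were DMSO wells with enzyme plus substrate for no effect and substrate without enzyme for full effect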
Target sequence (P24666 whole entry, looked up): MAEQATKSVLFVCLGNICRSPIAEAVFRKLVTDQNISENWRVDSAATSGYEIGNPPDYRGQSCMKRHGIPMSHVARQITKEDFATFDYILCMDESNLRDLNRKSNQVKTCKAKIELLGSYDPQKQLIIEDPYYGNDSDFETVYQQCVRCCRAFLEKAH
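Assay system: LMPTP-A enzyme. Input: 0.625 nM LMPTP-A final. Probe or stimulus: 400 µM OMFP. Compound dosing: single 20 µM dose. Schedule: 50 min dark incubation at room temperature. Detection: fluorescence intensity of OMFP turnover product. Read-out: percent inhibition versus substrate-only and uninhibited controls. Benchmarks: no-enzyme low control, uninhibited high control.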
The depositor's hits bear a star; i = inactive; . = no result given.

SMILES	DNMT1 block	Scp-1 inhibitor	SKN-1 block	SUMO1-SIM PPI	CendR NRP1 mod	STEP inh	MT1-MMP act inh	Rpn11 inh	NadD block	LMPTP inh
CCCCn1c(N)c(N(CCC(C)C)C(=O)c2cccc(S(=O)(=O)N3CCN(C)CC3)c2)c(=O)[nH]c1=O	2	-6	9	3	-4	-2	-3	i	0	-0.2
Cc1cccc(/C=C2\CCC(=C3SCCCS3)C2=O)c1	2	-10	0	-21	4	4	0	i	-2	2.0
CC(C)[C@H](NC(=O)c1ccc(Cl)cc1Cl)C(=O)NNC(=O)c1ccco1	-2	-1	9	0	5	0	-4	i	1	-0.9
Cc1cc(NC(=O)CN2C(=O)NC3(CCCCCC3)C2=O)ccc1Br	-2	-11	1	3	-12	2	7	i	-2	-0.1
O=C(Nc1ccc(-c2cn3c(n2)SCC3)cc1)c1ccc2ccccc2n1	-6	-9	26	-5	3	4	1	i	14	3.9
Cc1ccc(C(=O)NNC(=O)CSc2nnc(-c3ccncc3)n2C)cc1	10	3	-11	1	8	0	4	i	-3	-0.4
FC(F)(F)C1=NNC(c2ccc3ccccc3c2)=NN1	-5	.	2	-12	-19	1	-3	i	-4	-1.2
Cc1ccc(OCCCSc2ncccn2)cc1C	0	-4	-5	1	8	0	3	i	-6	0.2
COc1cccc(CN2CC(C(=O)NCc3ncc(C)[nH]3)CCC2=O)c1 (stereo not drawn)	1	-6	14	-3	4	-1	-1	i	3	-1.2
COc1cccc(OC)c1C(=O)Nc1ccc2c(c1)n(C)c(=O)n2C	1	-5	5	3	2	0	7	i	-1	-0.2
O=C(CN1CCN(c2ccc(F)cc2)CC1)Nc1cccnc1Cl	-1	-1	6	0	6	1	-4	i	-4	-1.5
CCOC(=O)/C(C)=N/NC(=O)c1ccc([N+](=O)[O-])cc1	-1	-3	5	-23	6	-2	2	i	-3	-1.6
O=C(COc1ccc(-c2ccccc2)cc1)NNC(=O)NC1CCCCC1	-2	7	-11	2	0	3	4	i	-4	4.1
COc1ccccc1N1CCN(C(=O)CCCNC(=O)Cn2cnc3sc(C)c(C)c3c2=O)CC1	1	-7	-10	5	5	0	0	i	5	-0.8
CCOc1ccc(C(=O)OCC(=O)NCCCc2ccccc2)cc1	2	-13	-10	2	-10	1	5	i	-14	-0.2
CCOc1ccc(N2C(=O)CSC2=NC#N)cc1	-3	-6	-7	-5	-9	-3	-12	i	-4	-0.8
Cc1ccc(-n2ncc(-c3nnc(SCC(=O)NC4CCCC4)o3)c2N)cc1C	1	6	13	1	7	0	-1	i	-8	-1.5
O=C(CCN1CCN(CC(=O)Nc2ccccc2F)CC1)Nc1ccccc1F	-4	-2	17	-3	-11	0	5	i	-4	-5.2
O=C(C1CCCN(S(=O)(=O)c2ccc(Br)cc2)C1)N1CCN(Cc2ccccc2)CC1 (stereo not drawn)	-2	5	-15	8	-20	3	-3	i	2	0.2
CCOc1ccc(NC2=C(Cl)C(=O)N(C3CCCCC3)C2=O)cc1	6	-8	-3	-2	-2	0	6	i	-1	-1.5
Cc1cc(OC2CCCCC2)nc(-c2ccccc2O)n1	-4	-8	-7	3	0	0	6	i	-6	0.0
CC(C)[C@H](NC(=O)[C@@H]1CSC2c3ccccc3C(=O)N21)C(=O)NCc1ccncc1 (stereo partly drawn)	1	-3	-2	12	17	0	-1	i	-7	-0.7
Cc1cc(C(=O)COC(=O)c2cnccn2)c(C)n1-c1ccc(Br)cc1	4	-10	2	5	4	3	2	i	0	0.1
Cc1nn(CC(=O)NCc2ccccn2)c(C)c1[N+](=O)[O-]	2	-7	7	1	7	4	1	i	-6	-2.0
Cc1c(C(=O)Oc2ccc(Cl)cc2)n(C)oc1=O	1	-1	-11	0	12	0	3	i	-1	-1.7
COc1ccccc1-n1ccnc(SCC(=O)NC2CCCCC2)c1=O	0	1	4	-13	-6	-1	0	i	-6	-1.4
O=C(CNc1cccc(S(=O)(=O)N2CCCCC2)c1)Nc1cccc(F)c1	-3	-2	3	0	-10	-3	-7	i	-4	0.1
CC1CCc2nc3ccccc3c(C(=O)OCC(=O)N3CCc4ccccc43)c2C1 (stereo not drawn)	5	50*	4	8	-12	1	5	i	12	4.9
COc1c(Cl)cc(C(=O)Nc2ccc(Cl)cn2)cc1Cl	3	-2	14	1	14	2	2	i	-1	-1.2
CC/C(=N\NC(=O)c1c[nH]c2ccccc12)c1cccs1	0	1	4	3	30*	-2	.	i	2	-1.4
CCCOc1ccc(Cc2c(Cl)nc(SC)nc2OC)cc1	7	-7	3	-2	1	2	-3	i	9	2.0
Fc1ccc(NC(=S)N2CCSC2c2cccs2)cc1 (stereo not drawn)	1	-1	2	0	6	-1	2	i	-5	-3.5
CN(C)c1cccc(NC(=O)Cc2ccc(F)cc2)c1	-14	-4	14	-1	-9	-2	2	i	0	-0.4
C#CCNC(=O)C1=C[C@@H](c2ccccc2)C[C@@H](OCCCCO)O1	-9	-2	-18	-8	-4	-4	2	i	-2	-0.1
COC(=O)/C(=N/Nc1ccccc1C)Sc1nnc(C(O)c2ccccc2)n1-c1ccccc1 (stereo not drawn)	1	7	-8	-10	5	-1	2	i	6	0.5
CCn1c(Cc2ccccc2)nnc1SCC(=O)Nc1nccs1	3	24	1	-4	3	-3	-2	i	4	-1.9
O=C(Nc1cccnc1Cl)c1cc(-c2ccc(Cl)cc2)on1	3	-4	-8	1	-4	-1	-4	i	-3	3.2
Cc1nc(SCC(=O)N2CCCC2=O)c2c(C)c(C)sc2n1	2	.	-15	5	-6	3	2	i	-8	1.5
CCCS(=O)(=O)NC(=O)C1(C)CCCN(C(=O)c2sccc2C)C1 (stereo not drawn)	-1	.	10	0	-8	-4	4	i	-2	-1.9
Nc1nc2c(c3c1c(=O)oc1ccccc13)CCCCC2	-10	-15	6	-2	7	4	-4	i	8	0.0
Cc1cc(C)n2nc(C(=O)NCc3ccccc3)cc2n1	1	-6	1	-3	4	-1	1	i	1	-2.1
Cc1ccc(NC(=O)COC(=O)c2ccc(S(=O)(=O)NCc3ccco3)cc2)cc1	11	-5	1	-1	1	-3	1	i	4	2.9
Cc1ccc(CNc2nc3ccccc3n3cnnc23)cc1	-1	7	-2	19	7	-1	1	i	0	-0.8
CCC(=O)c1ccc(N2CCOCC2)c(F)c1	-4	-1	9	-4	-1	1	3	i	1	-2.4
Cc1ncsc1C(=O)N1CCCC(C(=O)c2ccc3ccccc3c2)C1 (stereo not drawn)	0	0	0	-13	6	0	1	i	-8	0.1
CSc1nnc(C(C)(C)C)c(=O)n1/N=C/c1ccc(C(C)C)cc1	10	-13	-12	-3	-2	1	5	i	-8	1.8
O=C(c1ccc(F)cc1)N1CCN=C1c1ccccc1	-1	9	3	-2	-10	-2	4	i	1	-1.8
C=C(C)c1cccc(C(C)(C)NC(=O)Nc2nnc(C(C)C)s2)c1	-4	-4	1	-1	0	0	5	i	8	2.1
C1=CC2CC1CC2CN1CCN(Cc2ccccc2)CC1 (stereo not drawn)	3	0	-25	-1	6	-1	7	i	-9	-2.8
N/C(Cc1cccc2ccccc12)=N\OC(=O)c1ccccc1F	-4	4	-10	-4	7	-3	4	i	-3	1.6

The listing continues:
SMILES	DNMT1 block	Scp-1 inhibitor	SKN-1 block	SUMO1-SIM PPI	CendR NRP1 mod	STEP inh	MT1-MMP act inh	Rpn11 inh	NadD block	LMPTP inh
Cc1ccc(C(NC(=O)c2cccc(S(=O)(=O)N3CCN(C)CC3)c2)c2ccccc2)cc1 (stereo not drawn)	-6	-4	-6	2	1	-1	0	i	-8	-1.2
CCOc1cccc(/C=C(/C#N)c2nc3ccccc3[nH]2)c1OCC(=O)O	1	-4	-14	-4	0	2	-3	i	0	-2.3
CC(C)c1ccc2occ(-c3nn[nH]n3)c(=O)c2c1	0	-1	1	1	-5	2	3	i	2	-0.7
O=C(COc1ccc([N+](=O)[O-])cc1)Nc1ccc(C(=O)NCc2cccnc2)cc1	3	0	14	-21	2	3	11	i	9	0.7
COc1cc(NC(=O)CCNC(=O)N2CC(=O)Nc3ccccc32)cc(OC)c1OC	7	.	-9	-2	-6	-1	-3	i	5	-1.4
CCOc1ccc(/C=C2/SC(=S)N(n3c(C)ccc3C)C2=O)cc1	7	-8	-4	-8	3	0	3	i	7	1.9
N#CCCN(Cc1ccccc1)C(CCc1ccccc1)C(=O)NC1CCCCC1 (stereo not drawn)	6	.	-1	0	-2	3	-10	i	-3	3.7
CCN(CC(=O)NC1CCCCC1)S(=O)(=O)c1ccc(Cl)cc1	4	63*	7	1	1	1	3	i	3	1.2

Random draw from the library; 3.9% or so of the library scored in one or more.
